TcdB GH inh = blocks C. difficile toxin B glycohydrolase activity; AID 652162; TcdB glycohydrolase enzymatic assay, plate reader; P18177; inhibition, % at 9.99 µM; hit rate 0.24% among 350,000; in the data active = inhibition above about 10%
Target sequence (P18177 whole entry, looked up): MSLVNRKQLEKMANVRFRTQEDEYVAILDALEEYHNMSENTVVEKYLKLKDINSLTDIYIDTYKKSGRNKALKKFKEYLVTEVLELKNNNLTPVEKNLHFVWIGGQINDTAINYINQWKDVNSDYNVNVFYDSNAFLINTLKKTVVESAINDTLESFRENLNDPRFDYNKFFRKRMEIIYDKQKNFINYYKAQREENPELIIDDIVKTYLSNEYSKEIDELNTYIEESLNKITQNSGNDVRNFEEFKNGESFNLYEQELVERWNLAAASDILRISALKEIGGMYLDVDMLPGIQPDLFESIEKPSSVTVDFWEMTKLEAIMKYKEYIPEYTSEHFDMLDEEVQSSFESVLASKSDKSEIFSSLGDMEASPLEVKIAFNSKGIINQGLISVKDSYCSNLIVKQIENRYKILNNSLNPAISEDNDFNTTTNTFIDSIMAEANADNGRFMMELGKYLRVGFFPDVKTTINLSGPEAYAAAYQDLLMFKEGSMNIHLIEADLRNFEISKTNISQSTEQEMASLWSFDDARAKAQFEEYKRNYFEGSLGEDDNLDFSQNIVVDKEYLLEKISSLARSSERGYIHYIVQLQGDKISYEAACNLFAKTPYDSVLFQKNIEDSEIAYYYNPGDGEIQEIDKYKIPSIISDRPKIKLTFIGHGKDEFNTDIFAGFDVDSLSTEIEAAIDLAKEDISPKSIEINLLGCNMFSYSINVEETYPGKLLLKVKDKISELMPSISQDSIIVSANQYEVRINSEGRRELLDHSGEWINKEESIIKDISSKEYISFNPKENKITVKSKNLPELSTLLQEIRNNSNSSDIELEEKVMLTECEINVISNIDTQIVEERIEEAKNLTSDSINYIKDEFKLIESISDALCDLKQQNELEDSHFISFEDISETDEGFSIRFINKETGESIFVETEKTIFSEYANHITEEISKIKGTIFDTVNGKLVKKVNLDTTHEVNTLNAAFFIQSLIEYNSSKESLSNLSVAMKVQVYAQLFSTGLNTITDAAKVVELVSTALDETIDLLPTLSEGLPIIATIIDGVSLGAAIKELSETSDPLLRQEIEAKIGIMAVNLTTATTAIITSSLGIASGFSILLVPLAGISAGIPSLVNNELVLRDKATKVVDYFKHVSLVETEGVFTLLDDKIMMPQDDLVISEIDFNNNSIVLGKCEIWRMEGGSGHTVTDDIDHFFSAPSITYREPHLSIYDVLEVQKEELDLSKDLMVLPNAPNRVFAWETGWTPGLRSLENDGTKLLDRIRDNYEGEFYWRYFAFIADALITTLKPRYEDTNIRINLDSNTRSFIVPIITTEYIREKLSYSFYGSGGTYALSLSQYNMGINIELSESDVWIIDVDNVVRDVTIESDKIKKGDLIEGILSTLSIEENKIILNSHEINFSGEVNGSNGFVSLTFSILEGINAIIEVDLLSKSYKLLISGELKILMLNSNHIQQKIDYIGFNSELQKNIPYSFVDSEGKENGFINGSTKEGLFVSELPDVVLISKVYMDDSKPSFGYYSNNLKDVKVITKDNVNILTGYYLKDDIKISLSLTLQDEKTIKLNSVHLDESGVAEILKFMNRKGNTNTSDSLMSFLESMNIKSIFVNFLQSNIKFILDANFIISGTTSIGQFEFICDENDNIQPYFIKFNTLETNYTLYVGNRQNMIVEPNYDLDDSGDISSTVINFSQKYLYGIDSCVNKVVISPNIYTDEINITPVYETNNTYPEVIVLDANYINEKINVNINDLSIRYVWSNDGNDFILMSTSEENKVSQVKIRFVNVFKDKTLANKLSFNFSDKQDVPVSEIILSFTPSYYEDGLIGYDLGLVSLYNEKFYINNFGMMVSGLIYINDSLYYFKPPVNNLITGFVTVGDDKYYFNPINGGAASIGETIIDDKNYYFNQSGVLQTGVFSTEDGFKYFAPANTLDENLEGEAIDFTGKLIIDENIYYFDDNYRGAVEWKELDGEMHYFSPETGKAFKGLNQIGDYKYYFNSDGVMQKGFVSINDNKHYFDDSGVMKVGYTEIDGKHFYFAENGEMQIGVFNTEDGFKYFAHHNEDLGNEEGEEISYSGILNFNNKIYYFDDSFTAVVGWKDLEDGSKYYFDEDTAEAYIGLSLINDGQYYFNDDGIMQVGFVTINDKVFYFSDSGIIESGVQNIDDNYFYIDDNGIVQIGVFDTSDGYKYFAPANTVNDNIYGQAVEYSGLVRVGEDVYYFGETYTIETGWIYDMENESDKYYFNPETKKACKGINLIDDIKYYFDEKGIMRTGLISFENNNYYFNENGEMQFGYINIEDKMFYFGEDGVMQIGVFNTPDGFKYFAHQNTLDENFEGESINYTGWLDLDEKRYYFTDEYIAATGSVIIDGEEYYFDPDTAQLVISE
Mtb BioA inh = inhibitors of Mycobacterium tuberculosis BioA enzyme; purified M. tuberculosis BioA enzyme, plate reader; inhibition, % at 9.99 µM; hit rate 0.096% among 360,000; in the data active = inhibition above about 40%
The depositor's hits bear a star; & = joins results of further samples.

Screens in order: TcdB GH inh | Mtb BioA inh
C[C@@H]1CN([C@H](C)CO)C(=O)c2cc(NC(=O)c3ccncc3)ccc2O[C@@H](C)CCCCO[C@@H]1CN(C)CC1CCCCC1
 : 0.0 | -2.3
CC(C)NC(=O)N(C)C[C@@H]1OCc2cn(nn2)CCCC(=O)N([C@H](C)CO)C[C@@H]1C
 : -0.1 | 0.2
CCC(=O)NC[C@H]1[C@@H](c2ccc(-c3ccccc3)cc2)[C@@H](CO)N1C(=O)C1CC1
 : -1.1 | -2.5
CO[C@@H]1CN(C)C(=O)c2cc(NC(=O)C3CC3)ccc2OC[C@@H](C)N(C(=O)C2CCCCC2)C[C@H]1C
 : -1.2 | -1.1
CCCN(C)C[C@H]1Oc2cc(-c3cccc(OC)c3)ccc2S(=O)(=O)N([C@@H](C)CO)C[C@H]1C
 : -1.2 | 0.6
CN(C)C(=O)c1ccc(-c2cccc(-c3nc(C(=O)N(C)C)cc4c3[C@H](CCO)N([S@@](=O)C(C)(C)C)C4)c2)cc1
 : 1.5 | 0.4
CNC[C@@H]1Oc2ccc(NS(=O)(=O)c3ccc(Cl)cc3)cc2C(=O)N([C@@H](C)CO)C[C@@H]1C
 : -0.4 | 0.6
C[C@@H]1CCCCO[C@@H](CN(C)C(=O)Nc2ccc(C(F)(F)F)cc2)[C@H](C)CN([C@@H](C)CO)C(=O)c2cc(NC(=O)Nc3ccc(F)cc3)ccc2O1
 : 1.0 | -3.3
C[C@H](CO)N1C[C@H](C)[C@@H](CN(C)Cc2ccncc2)OCCCC[C@H](C)Oc2ccc(NC(=O)Nc3cccc4ccccc34)cc2C1=O
 : -1.8 | -1.1
O=S(=O)(N[C@H]1CC[C@@H](CCn2cc(C3CC3)nn2)O[C@H]1CO)c1ccc(Cl)cc1
 : -0.5 | -2.6
CC(C)NC(=O)N(C)C[C@H]1Oc2c(NS(=O)(=O)c3ccccc3)cccc2C(=O)N([C@H](C)CO)C[C@H]1C
 : 0.8 | -4.4
COc1cccc(S(=O)(=O)N2C[C@@H](O)COC[C@@H]3O[C@@H](CC(=O)N4CCN(C)CC4)CC[C@H]32)c1
 : -0.7 | -3.8
COc1ccc(NC(=O)Nc2ccc3c(c2)CC(=O)N([C@@H](C)CO)C[C@H](C)[C@@H](CN(C)Cc2ccncc2)O3)cc1
 : -0.8 | -2.3
O=C(C1CCOCC1)N1C[C@H]2[C@@H](c3ccccc31)[C@H](CO)N2C(=O)Nc1cccc(F)c1
 : 1.7 | 0.6
Cc1noc(C)c1NC(=O)N(C)C[C@H]1Oc2ccc(NC(=O)Nc3cccc4ccccc34)cc2C(=O)N([C@@H](C)CO)C[C@H]1C
 : -0.1 | -0.9
COc1ccccc1-c1ccc([C@@H]2[C@H](C#N)N(C(=O)CN(C)C)[C@H]2CO)cc1
 : 0.6 | 0.1
CO[C@@H]1CN(C)C(=O)c2cc(NC(=O)Nc3ccccc3F)ccc2OC[C@@H](C)N(C)C[C@@H]1C
 : -1.5 | -1.9
C[C@H]1CN([C@@H](C)CO)C(=O)c2cccc(NC(=O)C3CCOCC3)c2O[C@@H]1CN(C)C(=O)Nc1cccc2ccccc12
 : 1.5 | 0.0
C[C@H](CO)N1C[C@H](C)[C@H](CN(C)C(=O)Nc2ccc(N3CCCCC3)cc2)OCc2cnnn2CCCC1=O
 : -12&-5.7&-4.9 | 0.9&-1.0
CNC[C@@H]1Oc2ccc(NS(=O)(=O)c3ccc(Cl)cc3)cc2C(=O)N([C@@H](C)CO)C[C@H]1C
 : -0.1 | -4.1
O=C([C@H]1[C@H](CO)[C@H]2Cn3c(cccc3=O)[C@H]2N1C(=O)CC1CC1)N1CCc2ccccc2C1
 : -1.5 | -1.4
CO[C@H]1CN(C)C(=O)c2ccc(NC(C)=O)cc2OC[C@@H](C)N(C(=O)CC2CC2)C[C@@H]1C
 : 0.2 | 0.9
CC=Cc1ccc2n(c1=O)C[C@H]1[C@H](CO)[C@@H](C(=O)NCCc3cn(C)cn3)[C@@H]2N1C(=O)C1CC1 (mixture of isomers)
 : -0.7 | 0.8
Cc1ccc(S(=O)(=O)N(C)C[C@@H]2Oc3cc(C#CC4CCCC4)ccc3S(=O)(=O)N([C@@H](C)CO)C[C@H]2C)cc1
 : -0.7 | 0.2
CN(C)CC(=O)N1[C@H](C#N)[C@@H](c2ccc(-c3cccc(C(=O)N(C)C)c3)cc2)[C@H]1CO
 : 0.1 | -1.2
O=C(C[C@@H]1CC[C@@H](NC(=O)Cc2ccccn2)[C@H](CO)O1)NCCc1ccccc1
 : 0.1 | -4.7
C[C@H](CO)N1C[C@H](C)[C@H](CN(C)C(=O)Nc2cccc3ccccc23)OCCCC[C@H](C)Oc2ccc(NC(=O)Nc3ccc4c(c3)OCO4)cc2C1=O
 : -2.0 | 0.5
CN1C(=O)c2cc(NC(=O)c3cnccn3)ccc2OC[C@@H]2O[C@@H](CC(=O)N[C@H]3CCN(Cc4ccccc4)C3)CC[C@H]21
 : -1.1 | 13
C/C=C/[C@@H](CC(=O)N1Cc2ccccc2C[C@H]1CO)[Si](C)(C)c1ccc(OC)cc1
 : -0.9 | 1.5
CNC[C@@H]1OCCCC[C@@H](C)Oc2ccc(NC(=O)Nc3c(C)noc3C)cc2C(=O)N([C@H](C)CO)C[C@@H]1C
 : 0.3 | 0.8
COC(=O)[C@@]1(Cc2ccccc2)N=C(c2ccc(OCCCO)cc2)O[C@H]1c1ccccc1
 : 0.5 | 1.8
COc1ccc(S(=O)(=O)Nc2ccc3c(c2)C(=O)N([C@@H](C)CO)C[C@H](C)[C@@H](CN(C)Cc2ccc(C(=O)Nc4ccccc4N)cc2)O3)cc1
 : 0.1 | 0.2
OC[C@H]1[C@H](c2ccc(-c3ccccc3)cc2)[C@H]2CN(Cc3cncnc3)CCCCN21
 : 0.9 | -2.1
CO[C@H]1O[C@H](CO)[C@@H](OC(=O)Nc2ccccc2-c2ccccc2)[C@H](OC(=O)Nc2ccccc2)[C@H]1OC(=O)Nc1ccccc1
 : 2.6 | 0.7
CO[C@H]1CN(C)C(=O)c2ccc(NS(C)(=O)=O)cc2OC[C@H](C)N(CCC(F)(F)F)C[C@@H]1C
 : 0.8 | -3.5
O=C(C[C@H]1C[C@@H]2c3cc(NC(=O)C4CCC4)ccc3O[C@@H]2[C@H](CO)O1)NCc1cccnc1
 : -4.2 | -4.5
COc1ccc(S(=O)(=O)Nc2ccc3c(c2)CC(=O)N([C@@H](C)CO)C[C@H](C)[C@H](CN(C)C(=O)Nc2cccc4ccccc24)O3)cc1
 : -0.4 | -0.2
Cc1noc(C)c1S(=O)(=O)Nc1ccc2c(c1)C(=O)N([C@@H](C)CO)C[C@@H](C)[C@@H](CN(C)CC1CCCCC1)OCCCC[C@H](C)O2
 : -0.7 | 0.7
N#C[C@H]1[C@@H](c2ccc(-c3ccccc3F)cc2)[C@H](CO)N1C(=O)C1CCC1
 : 0.6 | -1.3
CO[C@@H]1CN(C)C(=O)c2ccc(NC(=O)c3ccccc3F)cc2OC[C@@H](C)N(CC2CC2)C[C@@H]1C
 : -0.5 | 2.3

Fetched one by one from the entries so far:
Screens in order: TcdB GH inh | Mtb BioA inh
COc1ccc(S(=O)(=O)Nc2ccc3c(c2)C(=O)N([C@@H](C)CO)C[C@H](C)[C@@H](CN(C)Cc2ccc(C(=O)Nc4ccccc4N)cc2)O3)cc1
 : 0.1 | 0.2
Cc1noc(C)c1S(=O)(=O)Nc1ccc2c(c1)C(=O)N([C@@H](C)CO)C[C@@H](C)[C@@H](CN(C)CC1CCCCC1)OCCCC[C@H](C)O2
 : -0.7 | 0.7

Next records
Screens in order: TcdB GH inh | Mtb BioA inh
Cc1ccc(S(=O)(=O)Nc2ccc3c(c2)C(=O)N([C@H](C)CO)C[C@@H](C)[C@H](CN(C)CC2CC2)OCCCC[C@@H](C)O3)cc1
 : 0.3 | 1.2
C[C@H](CO)N1C[C@H](C)[C@H](CN(C)C(=O)Nc2ccc3c(c2)OCO3)Oc2ccc(N(C)C)cc2C1=O
 : -10 | 0.8
C[C@H]1CN([C@@H](C)CO)C(=O)c2cc(C#Cc3ccc(F)cc3)cnc2O[C@H]1CN(C)C(=O)c1ccccc1F
 : 1.4 | -1.1
C[C@@H]1CN([C@H](C)CO)C(=O)Cc2cc(NC(=O)C3CC3)ccc2O[C@H]1CN(C)C(=O)NC1CCCCC1
 : 0.1 | -1.5
CO[C@H]1CN(C)C(=O)c2ccc(NC(=O)Cc3ccccc3)cc2OC[C@H](C)N(CC2CC2)C[C@H]1C
 : 0.0 | 2.5
O=C(C[C@H]1C=C[C@@H](NS(=O)(=O)c2ccccc2F)[C@@H](CO)O1)NCCCN1CCOCC1
 : 0.2 | -0.2
COc1ccc(S(=O)(=O)N(C)C[C@H]2OCCCC[C@@H](C)Oc3ccc(NS(=O)(=O)c4c(C)noc4C)cc3C(=O)N([C@H](C)CO)C[C@@H]2C)cc1
 : 0.7 | 0.8
Cc1ccc(S(=O)(=O)Nc2ccc3c(c2)C(=O)N([C@@H](C)CO)C[C@H](C)[C@H](CN(C)C(=O)NC(C)C)O3)cc1
 : -6.9 | -1.6
C[C@@H]1CCCCO[C@H](CN(C)S(=O)(=O)c2ccc(Cl)cc2)[C@H](C)CN([C@H](C)CO)C(=O)c2cc(NC(=O)NC3CCCCC3)ccc2O1
 : 0.5 | -2.9
Cc1ccc(S(=O)(=O)N(C)C[C@@H]2Oc3c(NC(=O)c4cc(C)nn4C)cccc3C(=O)N([C@@H](C)CO)C[C@@H]2C)cc1
 : 0.3 | -1.6
O=C(c1ccncc1)N1C[C@@H]2[C@H](c3ccccc31)[C@@H](CO)N2C(=O)CN1CCOCC1
 : -3.0 | 3.9
O=C(C[C@@H]1CC[C@H]2[C@@H](COC[C@H](O)CN2C(=O)Nc2ccc(Cl)c(Cl)c2)O1)NCc1ccncc1
 : 6.1 | 2.7
CO[C@H]1CN(C)C(=O)c2cc(NS(=O)(=O)c3cn(C)cn3)ccc2OC[C@H](C)NC[C@@H]1C
 : 0.6 | -3.9
COc1cc(CO)cc(I)c1O[C@H]1C=C(C(=O)NCCO)C[C@@H](N(CC2CCCCC2)C(=O)c2ccc(C(F)(F)F)cc2)[C@@H]1O
 : 0.1 | 1.4
O=C(Nc1ccc(C(F)(F)F)cc1)Nc1ccc2c(c1)[C@@H]1C[C@H](CC(=O)N3CCc4ccccc4C3)O[C@H](CO)[C@@H]1O2
 : -0.2 | -1.3
O=C(C1CC1)N1CCCCN2[C@H](CO)[C@H](c3ccc(C#CC4(O)CCCC4)cc3)[C@H]2C1
 : -0.4 | 0.1
C[C@@H]1CN([C@@H](C)CO)C(=O)c2cc(NS(=O)(=O)c3cn(C)cn3)ccc2O[C@H]1CN(C)S(C)(=O)=O
 : -1.9 | 0.3
CS(=O)(=O)Nc1ccc2c(c1)[C@@H]1C[C@@H](CC(=O)NCC(F)(F)F)O[C@H](CO)[C@@H]1O2
 : -3.3 | -1.2
O=C(C[C@H]1CC[C@@H]2[C@H](COC[C@H](O)CN2Cc2ccccc2)O1)NCCCN1CCOCC1
 : -1.8 | 0.1
C[C@@H]1CN([C@H](C)CO)C(=O)Cc2cc(NC(=O)Nc3ccc(F)cc3)ccc2O[C@H]1CN(C)Cc1ccc(C(=O)O)cc1
 : -3.2 | 0.7

The list goes on; it opens with the five that closed the last part.
Screens in order: TcdB GH inh | Mtb BioA inh
O=C(C1CC1)N1CCCCN2[C@H](CO)[C@H](c3ccc(C#CC4(O)CCCC4)cc3)[C@H]2C1
 : -0.4 | 0.1
C[C@@H]1CN([C@@H](C)CO)C(=O)c2cc(NS(=O)(=O)c3cn(C)cn3)ccc2O[C@H]1CN(C)S(C)(=O)=O
 : -1.9 | 0.3
CS(=O)(=O)Nc1ccc2c(c1)[C@@H]1C[C@@H](CC(=O)NCC(F)(F)F)O[C@H](CO)[C@@H]1O2
 : -3.3 | -1.2
O=C(C[C@H]1CC[C@@H]2[C@H](COC[C@H](O)CN2Cc2ccccc2)O1)NCCCN1CCOCC1
 : -1.8 | 0.1
C[C@@H]1CN([C@H](C)CO)C(=O)Cc2cc(NC(=O)Nc3ccc(F)cc3)ccc2O[C@H]1CN(C)Cc1ccc(C(=O)O)cc1
 : -3.2 | 0.7
CCC(=O)Nc1ccc2c(c1)C(=O)N(C)[C@H]1CC[C@H](CC(=O)NCc3ccc(OC)cc3)O[C@H]1CO2
 : -0.7 | 0.2
COc1cccc(NC(=O)N(C)C[C@H]2Oc3ncc(C#Cc4ccc(F)cc4)cc3C(=O)N([C@H](C)CO)C[C@@H]2C)c1
 : 1.2 | -0.3
COc1cccc(-c2cnc3c(c2)C(=O)N([C@H](C)CO)C[C@H](C)[C@@H](CN(C)Cc2ccncc2)O3)c1
 : 0.1 | 1.7
COCC(=O)NC[C@@H]1[C@H](c2ccc(C3=CCCC3)cc2)[C@H](CO)N1C(C)=O
 : -2.0 | 0.8
CO[C@@H]1CN(C)C(=O)c2cc(NS(=O)(=O)c3ccccc3C)ccc2OC[C@@H](C)N(S(=O)(=O)c2ccccc2)C[C@H]1C
 : 0.2 | -2.9
CO[C@@H]1CN(C)C(=O)c2ccc(NS(C)(=O)=O)cc2OC[C@H](C)N(CC2CC2)C[C@H]1C
 : -0.1 | -0.7
O=C(C[C@H]1C=C[C@@H](NC(=O)NC2CCCCC2)[C@@H](CO)O1)NCc1ccc(F)cc1
 : 0.6 | -0.6
CN(C)CC(=O)N[C@H]1CC[C@H](CCNC(=O)C2CCCC2)O[C@H]1CO
 : -0.7 | 1.1
C[C@H]1CN([C@@H](C)CO)C(=O)c2cc(NC(=O)Nc3ccccc3)ccc2O[C@H]1CN(C)CC1CCCCC1
 : 0.1 | -1.4
O=C(N[C@@H]1CC[C@@H](CCn2cc(-c3ccccc3)nn2)O[C@H]1CO)c1cnccn1
 : -3.5 | 1.9
C[C@@H]1CN([C@@H](C)CO)S(=O)(=O)c2ccc(-c3cccnc3)cc2O[C@@H]1CN(C)CC1CCOCC1
 : 0.3 | 0.0
C[C@H](CO)N1C[C@H](C)[C@@H](CN(C)Cc2ccc(C(F)(F)F)cc2)Oc2ccc(NC(=O)CCN3CCOCC3)cc2C1=O
 : 0.1 | 1.5
Cc1noc(C)c1NC(=O)Nc1ccc2c(c1)C(=O)N([C@H](C)CO)C[C@H](C)[C@H](CN(C)CC1CCCCC1)OCCCC[C@@H](C)O2
 : -1.2 | -3.9
CCC(=O)Nc1ccc2c(c1)C(=O)N(C)C[C@H](OC)[C@H](C)CN(C(=O)Cc1ccccn1)[C@H](C)CO2
 : -0.8 | 3.1

Assay outcomes (PubChem BioAssay)

Not all compounds are listed; rates above refer to the full screens.
